ULK1 primary: human ULK1 kinase inhibition, primary screen; O75385; AlphaScreen Atg13 phosphorylation by ULK1, luminescence; inhibition, % at 5.96 µM; hit rate 1.9% among 30,000; in the data active = inhibition above about 43%;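 note: 0% = median of compound wells and 100% = no enzyme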
Target sequence (O75385 whole entry, looked up): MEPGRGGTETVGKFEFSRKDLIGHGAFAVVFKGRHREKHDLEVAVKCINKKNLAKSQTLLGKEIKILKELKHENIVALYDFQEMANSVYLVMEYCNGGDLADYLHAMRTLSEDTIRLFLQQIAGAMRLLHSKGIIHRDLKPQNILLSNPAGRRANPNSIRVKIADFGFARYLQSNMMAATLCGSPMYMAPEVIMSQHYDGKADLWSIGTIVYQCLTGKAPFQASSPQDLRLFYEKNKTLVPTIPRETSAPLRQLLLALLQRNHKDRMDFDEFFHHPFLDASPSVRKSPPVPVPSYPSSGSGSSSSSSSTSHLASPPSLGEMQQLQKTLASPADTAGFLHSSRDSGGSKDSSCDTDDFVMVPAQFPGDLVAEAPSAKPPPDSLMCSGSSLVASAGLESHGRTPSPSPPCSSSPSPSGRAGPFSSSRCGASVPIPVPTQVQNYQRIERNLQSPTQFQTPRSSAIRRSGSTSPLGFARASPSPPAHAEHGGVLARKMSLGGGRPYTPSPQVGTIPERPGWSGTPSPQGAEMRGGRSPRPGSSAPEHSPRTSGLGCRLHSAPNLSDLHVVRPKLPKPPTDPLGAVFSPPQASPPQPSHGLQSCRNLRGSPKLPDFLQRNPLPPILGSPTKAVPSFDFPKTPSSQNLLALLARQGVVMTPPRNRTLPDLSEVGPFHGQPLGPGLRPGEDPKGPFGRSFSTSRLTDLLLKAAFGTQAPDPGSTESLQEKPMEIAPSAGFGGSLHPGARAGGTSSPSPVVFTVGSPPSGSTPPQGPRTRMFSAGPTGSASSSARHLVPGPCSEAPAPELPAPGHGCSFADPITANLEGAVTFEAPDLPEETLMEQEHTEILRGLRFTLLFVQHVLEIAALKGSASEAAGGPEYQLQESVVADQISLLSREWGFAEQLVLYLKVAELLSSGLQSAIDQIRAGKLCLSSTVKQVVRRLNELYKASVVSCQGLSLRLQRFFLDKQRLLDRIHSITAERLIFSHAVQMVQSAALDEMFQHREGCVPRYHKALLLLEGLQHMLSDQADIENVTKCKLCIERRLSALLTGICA
ASK1 inh: inhibitors of human ASK1 kinase; AlphaScreen MKK6 phosphorylation by ASK1, luminescence; inhibition, % at 7.44 µM; hit rate 0.99% among 22,000; AID 1159602; in the data active = inhibition above about 35%;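 note: 0% = median of compound wells and 100% = no enzyme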
Numbers without * were called inactive; nt = not tested or not shown; & = joins results of further samples. No enrichment for hits. Share with any hit: about 2.8%.

ULK1 primary	ASK1 inh	compound
7.3	-10.9	CCCNc1nc(Nc2cnccn2)nc2nc[nH]c12
10.8	nt	CCOC(=O)c1cnn(-c2cccc(C)c2C)c1N
11.4	-10.4	Cc1cc(NCCO)nc(Nc2nccc3ccccc23)n1
-4.3	-0.1	COc1ccc(CCNc2nc(N3CCc4ccccc4C3)ncc2C)cc1
4.2	-12.7	O=C(Nc1ccc2[nH]ncc2c1)c1ccnc(N2CCOCC2)c1
2.6	-2.3	CC(C)n1cnc2c(NCCO)nc(N3CCCC3CO)nc21 (centres undefined)
-0.3	-2.9	COc1cc(Nc2cc(Nc3cc(OC)c(OC)c(OC)c3)ncn2)cc(OC)c1OC
-18.7	nt	Cc1cc(C)nc(Sc2ccc(CO)cc2)n1
-9.5	-17.3	Cc1cncc2cccc(N3CCN(C(=O)C(O)c4ccc(F)cc4)CC3)c12 (centres undefined)
16.6	-22.4	O=C(NCC(O)C(=O)N1CCOCC1)c1cccc(Nc2ccc3[nH]ncc3c2)n1 (centres undefined)
-3.1	0.2	CCCNc1nc(-c2c(C)noc2C)nc2c1ncn2-c1ccccc1
-10.9	nt	Cc1cnc(CNc2cc(-c3ccccn3)nc(-c3ccccn3)n2)nc1
-40.8	nt	Cc1nnc(SCC2=C(C(=O)O)N3C(=O)C(N)C3SC2)s1 (centres undefined)
4.1	-0.6	O=C(Cc1cn(-c2ccc(N3CCN(Cc4ccc5c(c4)OCO5)CC3)nn2)c2ccccc12)NCc1cccnc1
-5.3	8.8	O=C(NC1CCN(Cc2ccccc2)CC1)c1cccc(-c2csc3ccccc23)n1
-7.6	nt	Cc1cc(NC(=O)CSc2nnc(-c3ccccc3)n2-c2ccccc2)no1
39.7	7.3	CN1CCN(c2ccc(Nc3cc(Nc4ccccc4C(N)=O)ccn3)cc2)CC1
25.0	30.5	COc1ccc(-c2nc(Nc3ccc(N4CCOCC4)cc3)c3ncn(C(C)C)c3n2)cn1
-0.3	nt	CNC[C@H](O)c1ccc(O)c(O)c1
19.6	-0.2	O=C(NCCCN1CCCC1=O)c1cncc(Nc2ccccn2)c1
8.0	nt	O=C(Nc1ccccc1)N1CCc2nc3ccccn3c(=O)c2C1
-8.3	5.3	CCCNc1nc(Nc2ccc(C(F)(F)F)cc2)nc2c1ncn2C(C)C
-2.1	nt	CC(=O)N(O)CCCCCNC(=O)CCC(=O)N(O)CCCCCNC(=O)CCC(=O)N(O)CCCCCN
1.9	10.9	c1ccc2c(c1)OC[C@@H](c1nc3ccc(-c4ccncc4)cc3[nH]1)O2
6.7	12.2	CCN(CC)C(=O)C1CCCN(c2nc(NCCOc3ccccc3)c3ncn(C4CCCCC4)c3n2)C1 (centres undefined)
28.9	-74.6	c1cc(-c2nccs2)c2nc(Nc3ccc(-n4cnc(N5CCOCC5)n4)cc3)ncc2c1
19.4	8.0	CC(=O)Nc1ccc(Nc2nc(Nc3nc4ccccc4n3C)nc3c2ncn3-c2ccsc2)cc1
-14.4	17.8	CN1CCN(C(=O)c2ccc(-c3nc(Nc4ccc(Oc5ccccc5)cc4)c4[nH]cnc4n3)cc2)CC1
0.5	0.1	COc1ccc(-c2nc(NCc3cccc(C(F)(F)F)c3)c3ncn(C(C)C)c3n2)cn1
-9.2	11.3	O=C(NCCOc1ccccc1)c1ccnc(-c2cccs2)c1
-4.4	nt	COc1ccc(-c2csc(N)n2)cc1OC
0.6	0.0	CC(=O)Nc1ccc(NC(=O)c2csc(NCCCN3CCCC3=O)n2)cc1
-8.2	1.4	O=C(NCCN1CCOCC1)c1csc(Nc2ccc3ncccc3c2)n1
-0.5	-20.8	CC(C)N(CCNc1nc(Nc2ncccn2)nc2c1ncn2CCN1CCCC1=O)C(C)C
-34.9	-3.4	c1ccc(-n2nnnc2Nc2cnn(-c3cccc(-c4nc5ccncc5[nH]4)c3)c2)cc1
3.9	nt	O=C(O)Cc1cccc(-c2ccccc2)c1
-1.8	7.6	O=C(NCc1nc(-c2ccncc2)n[nH]1)c1ccccc1Oc1ccccc1
-9.0	2.0	c1cc(-c2noc(C3CCNC3)n2)ccn1 (centres undefined)
-2.1	9.1	O=C(NCCN1CCOCC1)c1ccc2nc(-c3cccs3)sc2c1
2.8	-0.9	COc1ccc(CCNc2cc(N3CCOCC3)nc(N)n2)cc1
1.4	nt	C=C(NC(=O)c1csc(-c2nc3c(cc2O)-c2nc(cs2)C(=O)NC(C(C)O)C(=O)N/C(=C\C)c2nc(cs2)C(=O)NC2CC(O)C(=O)OCc4cccc5[nH]c(c(C)c45)C(=O)SCC(NC(=O)c4csc2n4)c2nc-3cs2)n1)C(N)=O (centres undefined)
-1.5	40.4*	COc1cc(NC(=O)c2cccc(-n3cc(NC(=O)Nc4c(C)cccc4Cl)cn3)c2)cc(OC)c1OC
-10.6	nt	O=C(N/N=C/c1cccc2ccccc12)C(O)c1ccccc1 (centres undefined)
7.4	22.9	c1cncc(CNc2nccc(Nc3ccc(N4CCOCC4)cc3)n2)c1
-3.4	nt	C/C(=N\NC(=O)c1sc2ccccc2c1Cl)C(C)C
3.4	11.2	Nc1cccc(-c2nc(Nc3ccc(Oc4ccccc4)cc3)c3ncn(C4CCCCC4)c3n2)c1
-12.9	2.3	CCNc1nc2ccc(C(=O)Nc3ccc4c(c3)OCO4)cc2s1
4.5	-4.9	O=C(NCCO)c1ccnc(-c2ccc(N3CCOCC3)nc2)c1
0.1	6.2	Cc1cnc(-c2csc3ccccc23)nc1NC1CCN(Cc2ccccc2)CC1
8.0	nt	CCc1cnc2c(c1OC)c(=O)n(Cc1ccccn1)c(=O)n2C
-15.3	-10.2	COc1ccc2c(c1)CC(c1nc(N3CCOCC3)c3ccc(-c4cn[nH]c4C)cc3n1)CO2 (centres undefined)
9.8	8.3	COc1ccc(-c2nc(C(=O)Nc3ccc(NC(C)=O)cc3)cs2)cn1
1.3	4.5	CN1CCN(C(=O)c2ccc(-c3nc(NCc4nc5ccccc5[nH]4)c4ncn(-c5ccccc5)c4n3)cc2)CC1
-13.2	6.5	COc1ccc(-c2nc(NCCN(C(C)C)C(C)C)c3ncn(-c4ccccc4)c3n2)cn1
-19.8	1.1	COc1ccc(CCNc2cc(Nc3ccncc3)nc(N)n2)cc1
-6.1	-9.2	CCNc1nc2ccc(C(=O)NC3CC3)cc2s1
12.5	nt	Cc1cc(C)c2c(=O)[nH]n(C3CCCCC3)c2n1
52.9*	-9.9	c1ccc(OCCNc2nc(Nc3ccc(-n4ccnc4)cc3)nc3nc[nH]c23)cc1
-17.9	-14.5	COc1cc(Nc2nc(-c3c(C)nn(C)c3C)nc3c2ncn3CCN2CCCC2=O)cc(OC)c1OC
10.7	15.0	Oc1ccc(CCNc2ncnc3nc(Nc4ccc5ncccc5c4)[nH]c23)cc1

Remaining list, next part:
ULK1 primary	ASK1 inh	compound
-15.5	2.4	C=CCN1CCN(c2c(NC(=O)c3ccc(Br)o3)cccc2C(F)(F)F)CC1
-12.4	-3.9	O=C(NCCc1ccc(O)cc1)c1cccc(Nc2ccc(-n3ccnc3)cc2)c1
-18.9	-8.7	O=C(NCCc1ccc(O)cc1)C1CCN(c2ccc(Nc3nccc4ccccc34)nn2)CC1
5.0	0.6	CCCNC(=O)c1cnc(NC2CCN(Cc3ccccc3)CC2)s1
-35.0	12.2	O=C(Nc1cc(-c2cccc(Nc3ccccc3)c2)ccn1)C1CCOC1 (centres undefined)
11.3	8.7	O=C(Nc1ccc(N2CCOCC2)cc1)c1cc(N2CCC(N3CCOCC3)CC2)nc2ccccc12
-4.7	8.6	Cc1noc(C)c1-c1nc(NCCCN2CCCC2=O)c2ncn(-c3ccsc3)c2n1
9.1	2.4	COc1ccc(CCNC(=O)c2cncc(Nc3cccnc3)c2)cc1
0.3	-26.6	c1ccc(OCCNc2nc(Nc3ccc4ncccc4c3)nc3c2ncn3-c2ccccc2)cc1
7.7	7.8	CC(C)n1c(NCCN2CCOCC2)nc2c(NCCN3CCOCC3)ncnc21
-2.5	3.0	COc1ccc(CC(=O)Nc2ccnn2-c2cccc(C(=O)Nc3ccc(N4CCOCC4)cc3)c2)cc1
-14.1	0.3	COc1ccc(CCNc2ccnc(N3CCC(N4CCOCC4)CC3)n2)cc1
-7.6	nt	O=C(O)c1cc(O)c(O)c(O)c1
-0.9	-12.1	O=C(NC1CCN(Cc2ccccc2)CC1)c1cncc(Nc2ncccn2)c1
-0.4	-7.1	COc1ccc(C(N)C(=O)N2CCC(Nc3ccc4cnccc4c3)CC2)cc1 (centres undefined)
0.0	3.9	O=C(Nc1ccc(N2CCOCC2)cc1)c1cccc(-n2ncc3c2CCN(C(=O)c2ccccc2)C3)c1
19.1	11.8	COc1cc(NC(=O)Cc2cn(-c3ccc(N4CCN(Cc5ccc6c(c5)OCO6)CC4)nn3)c3ccccc23)cc(OC)c1OC
-5.7	-1.5	COc1cccc(CN(C(=O)Nc2ccc(-c3cn[nH]c3)cc2)C2CC2)c1
-18.7	-0.5	CC(=O)Nc1ccc(NC(=O)c2cnc(-c3cccc(N)c3)s2)cc1
1.7	-30.2	N#Cc1cc(-c2ccnc(Nc3ccc(-n4cnc(-c5ccccn5)n4)cc3)n2)cc(N2CCOCC2)c1
-6.4	-4.4	Nc1nc(NCCCN2CCCC2=O)cc(NC2CC2)n1
3.5	-12.6	Cc1ncn(-c2ccc(Nc3nccc(-n4ccc(C(=O)O)n4)n3)cc2)n1
-6.7	nt	CCCCCCCCCCCCCCCCO
-26.4	2.1	COc1ccc(Nc2nc(NCc3cccc(C(F)(F)F)c3)c3cc(OC)c(OC)cc3n2)cc1
-6.5	4.3	CN1CCN(c2ccc(-c3cc(C(=O)NCCCN4CCCC4=O)ccn3)cc2)CC1
18.4	5.0	CC(=O)c1cccc(-c2cccc(C(=O)Nc3ccc(N4CCOCC4)cc3)n2)c1
-6.7	-2.3	O=C(Cc1cn(-c2ccc(NC3CCN(Cc4ccccc4)CC3)nn2)c2ccccc12)NCc1cccnc1
-2.1	-1.9	CC(=O)c1cccc(-c2nc(NCCCN3CCCC3=O)c3[nH]cnc3n2)c1
10.7	-3.3	NC(=O)Cc1cn(-c2ccc(Cl)nn2)c2ccccc12
-11.2	-2.9	CC(C)N(CCNc1nc(NCc2ccc3c(c2)OCO3)nc2c1ncn2-c1ccsc1)C(C)C
6.3	16.2	CN(C)c1cccc(Nc2cc(C(=O)NCc3cccc(C(F)(F)F)c3)c3ccccc3n2)c1
4.6	0.7	COc1ccc(-c2nc(C)cc(NCCN(C(C)C)C(C)C)n2)cc1
12.5	-13.2	OCCNc1ccnc(Nc2ccc3ncccc3c2)n1
-4.7	-3.3	CN1CCN(C(=O)c2ccc(-c3cc(NCc4cccc(C(F)(F)F)c4)ncn3)cc2)CC1
3.7	13.2	COc1ccc2c(c1)CCNC2C(=O)Nc1ccc(-c2cn[nH]c2)cc1F (centres undefined)
11.8	-1.7	O=C(NCc1cccnc1)c1cccc(N2CCOCC2)n1
-8.9	7.7	COc1ccc(-c2ncn(-c3ccc(Nc4nccc(-c5cc(F)cc(N6CCNCC6)c5)n4)cc3)n2)cn1
-0.9&13.5	2.8&7.4	CN(C)CCNc1nc(C2COc3ccccc3O2)nc2ccc(-c3cn[nH]c3)cc12 (centres undefined)
46.3*	-16.7	O=C1CCCN1CCCNc1nc(Nc2ccccc2)nc2nc[nH]c12
8.5	nt	C=O
3.0	4.2	c1cncc(CNc2nc(NCc3cccnc3)c3ncn(C4CCCCC4)c3n2)c1
0.7	0.1	FC(F)(F)c1cccc(CNc2nc(N3CCc4ccccc4C3)nc3c2ncn3-c2ccsc2)c1
4.3	nt	NC(=O)C1CCN(c2ccc3cccc(OCc4ccccc4)c3n2)CC1
4.4	13.8	COc1cccc(CN2CCC(Nc3ccc(-c4cn[nH]c4)cc3)C2)c1 (centres undefined)
3.2	6.5	O=C(NCCN1CCOCC1)c1ccc2nc(Br)sc2c1

A different layout for part of the listing above:
Below each SMILES: ULK1 primary, ASK1 inh
COc1ccc(-c2nc(C)cc(NCCN(C(C)C)C(C)C)n2)cc1
    4.6, 0.7
OCCNc1ccnc(Nc2ccc3ncccc3c2)n1
    12.5, -13.2
CN1CCN(C(=O)c2ccc(-c3cc(NCc4cccc(C(F)(F)F)c4)ncn3)cc2)CC1
    -4.7, -3.3
COc1ccc2c(c1)CCNC2C(=O)Nc1ccc(-c2cn[nH]c2)cc1F (centres undefined)
    3.7, 13.2
O=C(NCc1cccnc1)c1cccc(N2CCOCC2)n1
    11.8, -1.7
COc1ccc(-c2ncn(-c3ccc(Nc4nccc(-c5cc(F)cc(N6CCNCC6)c5)n4)cc3)n2)cn1
    -8.9, 7.7
CN(C)CCNc1nc(C2COc3ccccc3O2)nc2ccc(-c3cn[nH]c3)cc12 (centres undefined)
    -0.9&13.5, 2.8&7.4
O=C1CCCN1CCCNc1nc(Nc2ccccc2)nc2nc[nH]c12
    46.3*, -16.7
C=O
    8.5, nt
c1cncc(CNc2nc(NCc3cccnc3)c3ncn(C4CCCCC4)c3n2)c1
    3.0, 4.2
FC(F)(F)c1cccc(CNc2nc(N3CCc4ccccc4C3)nc3c2ncn3-c2ccsc2)c1
    0.7, 0.1
NC(=O)C1CCN(c2ccc3cccc(OCc4ccccc4)c3n2)CC1
    4.3, nt
COc1cccc(CN2CCC(Nc3ccc(-c4cn[nH]c4)cc3)C2)c1 (centres undefined)
    4.4, 13.8
O=C(NCCN1CCOCC1)c1ccc2nc(Br)sc2c1
    3.2, 6.5

Other records
ULK1 primary	ASK1 inh	compound
6.8	0.7	Cc1cc(NCCO)nc(-c2ccc(N3CCOCC3)nc2)n1
-4.8	-5.8	NC(=O)c1ccc(-c2nc3ccc(C(=O)NCCc4ccc(O)cc4)cc3s2)cc1
12.6	8.6	COc1cc(Nc2ccnc(-c3csc4ccccc34)n2)cc(OC)c1OC
-6.6	3.8	COc1ccc(CCNC(=O)c2cc(Cl)nc3ccccc23)cc1
-23.7	0.8	CN(C)C(=O)c1cnccc1Nc1ccc(C(=O)NC[C@@H](O)C(=O)N(C)C)cc1
-4.4	nt	O=C(CCC1CCCC1)N1CCN(Cc2cccc(F)c2)CC1
7.3	17.1	CCCNc1nc(Nc2nccc3ccccc23)nc2nc[nH]c12

Assay outcomes as filed in PubChem BioAssay.
